Screening data from PubChem BioAssay.
COUP-TFII inh = blocks human COUP-TFII nuclear receptor; inhibition, % at 8.6 µM; P24468; HEK293T NGFI-A luciferase reporter, luminescence; 370,000 compounds, 0.7% hits; AID 686940;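 active means inhibition above a per-plate cutoff, mean inhibition of test wells between control levels plus 3 SD, cut at about 38% in these data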;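 further: cells cotransfected with COUP-TFII expression vector driving the NGFI-A reporter; 0% = median of COUP-TF2 test wells and 100% = reporter-only cells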
Target sequence (P24468 whole entry, looked up): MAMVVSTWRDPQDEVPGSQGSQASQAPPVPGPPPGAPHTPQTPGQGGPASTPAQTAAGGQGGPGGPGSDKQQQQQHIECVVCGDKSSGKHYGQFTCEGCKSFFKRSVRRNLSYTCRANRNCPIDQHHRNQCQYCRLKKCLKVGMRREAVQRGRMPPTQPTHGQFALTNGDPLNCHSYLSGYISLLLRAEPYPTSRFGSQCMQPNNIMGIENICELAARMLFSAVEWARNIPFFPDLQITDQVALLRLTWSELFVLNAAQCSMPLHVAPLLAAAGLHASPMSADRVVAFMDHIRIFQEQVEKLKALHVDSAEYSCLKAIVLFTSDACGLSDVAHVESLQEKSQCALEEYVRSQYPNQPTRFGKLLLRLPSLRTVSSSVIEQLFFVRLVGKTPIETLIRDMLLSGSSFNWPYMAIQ
* marks the source's active call; other numbers are inactive results. The list is partial (hit frequency here may not be typical).

#	smiles	COUP-TFII inh
1	CN(CCOC(=O)CSc1ccccc1)C1CN(Cc2cn(Cc3ccccc3F)nn2)S(=O)(=O)C1 (centres undefined)	20
2	Cn1c(Cc2cccs2)nnc1SCC(=O)Nc1ccc2cn[nH]c2c1	42*
3	O=C(Cn1c(-c2cncs2)nc2ccccc21)NCc1cccs1	7
4	CCn1c(COc2ccc(Cl)cc2)nnc1SCC(=O)Nc1ccccc1-c1ccccc1	19
5	CC(C)N1CCCCC(NC(=O)c2ccc(Br)cc2)C1=O (centres undefined)	-12
6	C[C@@H]1CN([C@@H](C)CO)C(=O)CCCn2cc(nn2)CO[C@H]1CN(C)C(=O)Nc1cccc(Oc2ccccn2)c1	7
7	CC(=O)O[C@@H]1C=C[C@@H](C#Cc2ccc(C(C)(C)C)cc2)O[C@@H]1COC(=O)NCc1ccccc1	24
8	O=C(N[C@@H](Cc1cccnc1)C(=O)N1CCC[C@H]1C(=O)NCc1ccccc1)c1ccc(Cl)cc1Cl	-10
9	COC(=O)c1cc2c(c3c4cc(OC)ccc4n(C(=O)c4ccccc4)c13)C(=O)N(Cc1ccco1)C2	9
10	CCCCc1c(-c2ccccc2OC)ncn1Cc1ccc(OC)c(Cl)c1	-14
11	CCN(CC)C(=O)CC[C@@H]1CC[C@]2(CCCN(Cc3ccccc3)C2)O1	-22
12	O=C(Nc1ccc(F)cc1)OCCCN1C(=O)CCC12CCCCC2	-4
13	COc1cc(-c2cc(C(=O)NN3CCN(C)CC3)c3ccccc3n2)cc(OC)c1OC	-14
14	Cc1cc2c(nc1C)CCCN2Cc1ccccn1	-23
15	CCC(CC)(CC(=O)Nc1cccc(/C=C/c2nc(C3CCC3)cs2)c1)C(=O)O	0
16	CC1CCC2(CCC(=O)N2CCCOC(=O)NC(C)(C)C)CC1 (centres undefined)	-4
17	CCCCCCCCN1C(=O)[C@@H](CC(=O)NCCCC)C[C@@]2(C(=O)OC)C1=C[C@H](COCc1ccccc1)O[C@@H]2C	-10
18	C[C@H]1COc2cc(N3CCCC3)ccc2S(=O)(=O)N1	-5
19	O=S1(=O)c2c(cccc2N2CC[C@@H](O)C2)O[C@H]2CCN1C2	-5
20	Nc1ncnc2c1ncn2[C@@H]1O[C@H](C(=O)N[C@@H](CCc2ccccc2)C(=O)N2CCN(CC(=O)N3CCCC3)CC2)[C@@H](O)[C@H]1O	-16

Quoted at random: three entries already listed.
#	smiles	COUP-TFII inh
19	O=S1(=O)c2c(cccc2N2CC[C@@H](O)C2)O[C@H]2CCN1C2	-5
12	O=C(Nc1ccc(F)cc1)OCCCN1C(=O)CCC12CCCCC2	-4
7	CC(=O)O[C@@H]1C=C[C@@H](C#Cc2ccc(C(C)(C)C)cc2)O[C@@H]1COC(=O)NCc1ccccc1	24

(continued)
#	smiles	COUP-TFII inh
21	O=C(Nc1c(-c2ccccc2)nc2ncccn12)C1CC1	-9
22	COC(=O)[C@]12CCCCC=C1N(Cc1ccc(OC)cc1)C(=O)[C@@H]2CC(=O)N1CCN(C(=O)c2ccco2)CC1	-41
23	COc1ccc(Cl)cc1NC(=O)c1cc(C2CC2)on1	-9
24	COC(=O)[C@H]1C[C@@]2(CC=C(C)C)c3ccccc3N(C(=O)OC(C)(C)C)[C@H]2N1C(=O)OC(C)(C)C	3
25	COC(=O)[C@]12C[C@H](CC(=O)NCCCN3CCCC3=O)C(=O)N(CCC3=CCCCC3)C1=C[C@H](C(C)C)O[C@@H]2C1CC1	-4
26	CN1C(=O)C(c2cn(C)c3ccccc23)(c2cn(C)c3ccccc23)c2ccccc21	-10
27	O=C(Nc1ccccc1F)O[C@@H]1CC[C@@]23CCCN2C(=O)CCC[C@H]3C1	-25
28	C[C@@H]1COc2cc(N3CCCCC3)ccc2S(=O)(=O)N1	-9
29	C[C@H]1[C@@H](C(=O)N2CCCC2)Cc2nc3ccccc3nc2C[C@@H]1c1ccccc1	-3
30	COC(=O)[C@]12C[C@H](CC(=O)N3CCOCC3)C(=O)N(Cc3ccccc3)C1=C[C@H](COCc1ccccc1)O[C@@H]2C	-6
31	CC(C)C[C@H]1COc2c(Cl)cccc2S(=O)(=O)N1Cc1ccc(F)cc1F	5
32	CCOC(=O)C1=CCN(S(=O)(=O)c2ccccc2F)C1c1ccc(Br)cc1 (centres undefined)	15
33	Cc1ccc(-c2c(NC(=O)c3cccc(C)c3)nc3ncccn23)cc1	3
34	Nc1c(C(=O)OCC2CCCO2)c2nc3ccccc3nc2n1-c1ccc2c(c1)OCCO2 (centres undefined)	-10
35	COc1ccc2c(c1)CNC2CS(=O)(=O)NCCc1ccccc1 (centres undefined)	6
36	COc1ccc(-c2cc(NC(=O)Cc3c[nH]c4ccccc34)ccc2Nc2cccnc2)cc1F	-5
37	C[C@@H](N)C(=O)Nc1ccc(Cl)cc1C(=O)c1ccc[nH]1	6
38	O=C(O)CC(NC(=O)Cc1ccc(Cl)cc1)c1ccco1 (centres undefined)	3
39	O=C(C1CCCN1S(=O)(=O)c1ccc(Br)s1)N1CCN(c2ccccc2)CC1 (centres undefined)	2
40	COC(=O)C1=C(C)N(C)C(=NCc2ccccc2C(F)(F)F)NC1CCc1ccccc1 (centres undefined)	3

Gathered by group: the compounds so far with a tert-butyl group.
#	smiles	COUP-TFII inh
7	CC(=O)O[C@@H]1C=C[C@@H](C#Cc2ccc(C(C)(C)C)cc2)O[C@@H]1COC(=O)NCc1ccccc1	24
16	CC1CCC2(CCC(=O)N2CCCOC(=O)NC(C)(C)C)CC1 (centres undefined)	-4
24	COC(=O)[C@H]1C[C@@]2(CC=C(C)C)c3ccccc3N(C(=O)OC(C)(C)C)[C@H]2N1C(=O)OC(C)(C)C	3

New compounds follow.
#	smiles	COUP-TFII inh
41	CCn1c2ccc(Cl)cc2c2nc3ccccc3nc21	2
42	CCn1c(SCC(=O)NN=Cc2cccc(OCc3ccccc3)c2)nnc1-c1ccc(OC)c(OC)c1	16
43	CC(C)CNc1cccc2c1S(=O)(=O)N[C@@H](CC(C)C)CO2	3
44	C=CCn1c(SCC(=O)Nc2ccccc2OC)nnc1-c1ccco1	-20
45	N#Cc1cccc(NC(=O)OC2CC3CC2[C@H]2CCCCN2[C@H]3Cc2ccccc2)c1 (some centres undefined)	4
46	CCC(=O)N1CCc2cc(Br)c(S(=O)(=O)NCCCN(C)Cc3ccccc3)cc21	20
47	CC(CNC(=O)[C@H]1O[C@@H](n2cnc3c(=O)[nH]c(N)nc32)[C@H](O)[C@@H]1O)c1ccccc1 (some centres undefined)	7
48	O=CN1CCN(C(=O)C2CCN(c3ncnc4c3sc3cccc(F)c34)CC2)CC1	1
49	COc1cccc(NC(=O)C2CCCN2C(=O)Nc2cccc3c2OCO3)c1 (centres undefined)	-37
50	N#Cc1ccc(CSc2nc3sc4c(c3c(=O)n2-c2ccc(Br)cc2)CCCC4)cc1	9
51	COc1ccc2c(CCN3C(=O)c4ccccc4C3=O)c(-c3c(CCN4C(=O)c5ccccc5C4=O)c4ccccc4n3C(=O)OC(C)(C)C)[nH]c2c1	-13
52	CCOC(=O)c1csc(NC(=O)Nc2cccc(OC)c2)n1	-7
53	COc1ccc(C(=O)C(=O)N2CCN(C(=O)c3cc(C(F)(F)F)cc(C(F)(F)F)c3)CC2)cc1OC	-8
54	COC(=O)C1=C(C)N(C)C(=NCC2CC2)NC1c1ccc(Cl)cc1 (centres undefined)	-1
55	COC(=O)c1ccc2nc(-c3ccccc3)c(Cc3ccccc3)n2c1	-19
56	CN(C)[C@H]1CCN(c2cccc3c2S(=O)(=O)N(C2CC2)CCCO3)C1	-4
57	COC(=O)[C@]12C[C@H](CC(=O)NCCc3ccccc3OC)C(=O)N(Cc3ccco3)C1=C[C@H](C(C)C)O[C@@H]2C1CC1	3
58	Cc1ccc(Cc2c(-c3ccc(C#N)cc3)nc3ccc(C)cn23)cc1	-17
59	COc1ccc(-c2nnc(SCC(=O)c3ccc4c(c3)OCCO4)o2)cc1	18
60	Cc1ccc2nc(-c3ccc(F)cc3)c(Cc3cccc(F)c3)n2c1	-27

#	smiles	COUP-TFII inh
61	CC(=O)c1cccc(NC(=O)Nc2cnn(Cc3ccc(F)cc3)c2)c1	0
62	Cc1ccc(C)c(NC(=O)CN2C(=O)CCSc3ccccc32)c1	17
63	COc1ccc(-n2c(SCC(=O)N3CCCCC3C)nnc2-c2ccncc2)cc1 (centres undefined)	-2
64	Cc1cc(=O)[nH]c(SCC(=O)Nc2cccc(Cl)c2F)n1	8
65	CCn1cc(CCC(=O)Nc2ccc(Oc3cccnc3)cc2)c2ccccc21	-9
66	CC(C)CNC(=O)OCc1cn(Cc2ccccc2)nn1	0
67	COC(=O)C1=C(C)N(Cc2ccc(C(F)(F)F)cc2)C(=NCc2ccccc2)NC1c1cccc(Cl)c1 (centres undefined)	-8
68	O=S1(=O)c2c(NCc3ccco3)cccc2Oc2ccccc2CN1Cc1cn(Cc2cccc(C(F)(F)F)c2)nn1	-1
69	C=CCN(Cc1ccccc1)C(C#CC(=C)C)Cc1ccccc1 (centres undefined)	1
70	COP(=O)(OC)C(Cc1ccccc1)NC(=O)CNC(=O)OCc1ccccc1 (centres undefined)	-19
71	CCOC(=O)Cn1cc(CN2C(C(=O)OC)CN(CCO)CCS2(=O)=O)nn1 (centres undefined)	-13
72	CCCCCCNC(=O)C1CSCCS(=O)(=O)N1Cc1ccc(C)cc1 (centres undefined)	-12
73	CCOC(=O)N[C@H](C(=O)N1CCC[C@H]1C(=O)NCc1ccccc1)C(C)C	-8
74	Cc1ccc(-c2cc(C(=O)NN=Cc3cccc(Oc4ccccc4)c3)[nH]n2)cc1C	-22
75	CN(C)/C=C1/C(=O)N(c2ccc([N+](=O)[O-])cc2)N=C1c1ccccc1	-20
76	CC(C)(C)OC(=O)N1CCC2CCN(S(=O)(=O)c3ccccc3)CC21 (centres undefined)	10
77	Cc1[nH]c2ccccc2c1CC(=O)Nc1ccc(Nc2cccnc2)c(-c2cc(C(F)(F)F)cc(C(F)(F)F)c2)c1	11
78	CC(=O)O[C@@H]1CCC[C@@]2(C(=O)Nc3ccccc32)[C@H]1NC(=O)C(C)C	-14
79	COC(=O)C1CN(Cc2cn(CCC3OCCO3)nn2)CCS(=O)(=O)N1Cc1ccc(F)cc1 (centres undefined)	-14
80	C=CCN(C)CC#Cc1ccc(F)cc1	1

#	smiles	COUP-TFII inh
81	Cc1ccc2nc3n(c(=O)c2c1)-c1ccc(Cl)cc1C(=O)NC3CC(C)C (centres undefined)	-5
82	COc1cc2c(c(OC3OC(CO)C(O)C(O)C3O)c1)C(=O)CC(c1ccc(O)cc1)O2 (centres undefined)	-1
83	N#Cc1ccc(S(=O)(=O)N2CCCc3nc(-c4ccc(Br)cc4)ccc32)cc1	-11
84	COc1ccc2c(c1)CCCN2C(=O)C1CCCN(S(=O)(=O)c2ccc(Br)s2)C1 (centres undefined)	26
85	COC(=O)[C@]12C[C@H](CC(=O)NCC3CCCCC3)C(=O)N(Cc3ccccc3)C1=C[C@H](C(C)(C)C)O[C@@H]2C	12
86	COc1ccc(/C=N\NC(=O)c2cccc([N+](=O)[O-])c2)cc1Cn1cc([N+](=O)[O-])cn1	11
87	O=C(CC1CCCC1)N[C@@H](Cc1cccnc1)C(=O)N1CCC[C@H]1C(=O)NC1CCCC1	13
88	O=C(C(=O)N1CCC(CNS(=O)(=O)c2ccc3ccccc3c2)CC1)c1cc2ccccc2o1	13
89	Cc1ccc(/C=C/C(=O)NCc2ccco2)o1	5
90	COc1cc(OC)c(NC(=O)C(Sc2nc(C)cc(C)c2C#N)c2ccccc2)cc1Cl (centres undefined)	8
91	Cc1cc(N2CCOc3ccccc32)nc2ccccc12	6
92	CCCCNS(=O)(=O)/C=C/c1ccccc1CCNC(=O)OC(C)(C)C	-2
93	Cc1ccc2nc(-c3ccc(NC(=O)CN(C)S(=O)(=O)c4ccccc4)cc3)sc2c1	-32
94	COc1ccc(-c2nnc(SCC(=O)Nc3cccc4ccccc34)n2Cc2ccco2)cc1	-14
95	C[C@H](CO)N1C[C@H](C)[C@H](CN(C)C(=O)NC2CCCCC2)OCc2cnnn2CCCC1=O	0
96	N#Cc1c(Cl)c(Cl)c2nnc(-c3ccc(Br)cc3)n2c1Cl	-8
97	CC(CCN1CCC(C(O)(c2ccccc2)c2ccccc2)CC1)Oc1ccc(Cl)cc1 (centres undefined)	3
98	CCCCCCCCN1C(=O)[C@@H](CC(=O)NCCCOCCCC)C[C@@]2(C(=O)OC)C1=C[C@H](C1CCCC1)O[C@@H]2C	4
99	Cc1noc(C)c1C(C)C1=CCCCC1 (centres undefined)	-8
100	O=S(=O)(N[C@@H]1CCCC[C@@H]1N1CCOCC1)c1ccc(Cl)cc1	-4

#	smiles	COUP-TFII inh
101	CC1(C)C=C2C(N(Cc3ccc4c(c3)OCO4)C(=N)N2C(=O)OCc2ccccc2)n2c(=O)n(-c3ccccc3)c(=O)n21 (centres undefined)	-4
102	CCOC(=O)c1ccccc1NC(=O)c1c(N)n(C)c(=O)[nH]c1=O	-6
103	CC(C)C[C@H]1COc2cccc(F)c2S(=O)(=O)N1Cc1cn(Cc2ccc(F)cc2)nn1	-17
104	Cc1ccc2c(=O)n3c(nc2c1)C(Cc1ccccc1)NC(=O)c1cc(Cl)ccc1-3 (centres undefined)	14
105	C[C@@H]1ON(C)[C@H]2C[C@H]3c4[nH]c5c(-c6ccccc6F)cccc5c4CCN3C[C@@H]12	21
106	O=C(C(=O)N1CCC(CNC(=O)C2COc3ccccc3O2)CC1)c1cccs1 (centres undefined)	13
107	COc1ccc(C(=O)Nc2ccc3c(c2)C(=O)N(C)[C@H]2CC[C@H](CC(=O)NCC4CC4)O[C@@H]2CO3)cc1	-9
108	CCOP(=O)(OCC)c1ccc2c(c1)C(=O)c1ccccc1-2	-19
109	O=C(CSc1ccccc1)N1CCC(Oc2cccnc2)CC1	3
110	CCOC(=O)[C@@]12CCCC=C1N(CCc1ccc(Cl)cc1)C(=O)[C@H]2CC(=O)NCC12CC3CC(CC(C3)C1)C2	-1
111	CC(C)(C)c1ccc(S(=O)(=O)N2CCCC(C(=O)N3CCN(Cc4ccccc4)CC3)C2)cc1 (centres undefined)	45*
